# bCat nuc transl – modulators of beta-catenin nuclear translocation, primary screen, imaging, HeLa cells, immunofluorescence, high-content; nuclear translocation activity, % at 5 µM; 190,000 compounds, 0.3% hits;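 active = nuclear translocation activity above 50% at 5 µM, with a well cell count of 50 or more; inconclusive = wells under 50 cells across six images, flagged as toxic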;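 also: per-cell ratio of nuclear to cytoplasmic median beta-catenin stain intensity; plate controls were DMSO negative control for no effect and GSK-3 inhibitor IX positive control for full effect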
#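 Read-out: Nuclear/cytoplasmic beta-catenin signal ratio, % activation | Assay system: Human HeLa cell line | Times: 24 h compound exposure at 37°C, 5% CO2 | Signal: Fluorescence imaging of beta-catenin antibody stain plus DAPI | Dosing: 5 µM primary, 0.02–20 µM confirmation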
# CSM14.1 death rescue – rescue of cells from ER stress-induced death, primary screen, 384-well, CSM14.1, thapsigargin, ATP luminescence (AID 1222); CSM14.1 thapsigargin-induced death rescue, ATP luminescence; higher % means a stronger effect; 190,000 tested, under 10 active; cellular ATP content (survival), % at 20 µM, or EC50 in µM where a hit was titrated;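 active = EC50 below 50 µM in the dose-response confirmation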;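 also: death triggered by thapsigargin at about 15 µM added after 2 h compound pretreatment; cell ATP read after overnight thapsigargin exposure of roughly 18 to 22 hours; normalized against plate controls of thapsigargin alone and 5% DMSO vehicle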
# PhoP inhibition – inhibitors of PhoP regulon expression, primary screen, Salmonella Typhimurium, GFP reporter (AID 1863) | 300,000 compounds, 0.16% hits | inhibition, % at 50 µM; hits with a dose series show IC50 in µM | S. Typhimurium PhoP-regulated promoter GFP reporter, 4 h; higher % means a stronger effect;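 active = inhibition over 29.93%, a cutoff 3 SD above the screen mean, later confirmed by dose response; inconclusive = inhibition over 29.93% but no dose response follow-up; inactive = inhibition at most 29.93% or unconfirmed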;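 also: 0% = low Mg2+ inducing control and 100% = high Mg2+ repressing control; strong numbers were not always called active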
# MT stabilizer – microtubule stabilizers in HeLa cells, primary screen, imaging, high-content imaging. HeLa tubulin immunostaining HCS, 24 h; share of cells brighter than vehicle mean+2SD. % tubulin-high responders, % at 10 µM. 200,000 compounds, 0.83% hits. AID 2205, 2009;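 active = plate Z-score above 3 for both tubulin-high and condensed-nucleus cell shares, with cell loss under 80%, at 10 µM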;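 also: anti alpha tubulin signal scored within the nucleus-defined area of each cell; some results filed as inactive read as strong as hits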
# Dynein transport – inhibitors of GR-EGFP nuclear translocation, primary screen, dynein cargo transport inhibitor project, imaging, high-content, 3617.4 mouse cells; test concentration mostly 20 µM; stimulated with dexamethasone, 1 µM; stronger effect = lower value; z-score, hits read low; 220,000 compounds, 0.47% hits; AID 1381, 2008;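 active = plate z-score of nuclear minus cytoplasmic receptor signal below a set negative limit, without overly bright fluorescence or cell loss, cut at about -3.5 in these data, passing the limit was not always enough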;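 also: z-score of nuclear minus cytoplasmic ring GR-EGFP intensity difference per well; some compounds called inactive have numbers as strong as hits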
#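 Also added: dexamethasone, 1.0 µM final. Medium: tet-free, stripped-serum medium. Detection: fixed, Hoechst-stained cells imaged at 10x for EGFP. Read-out: nuclear-to-cytoplasmic GR-EGFP distribution per well. Times: induction 48 h, compound 1 h, agonist 30 min.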
# Lipid droplet – inhibitors of hepatocyte lipid droplet formation, primary screen, imaging, high-throughput imaging, BODIPY stain; inhibition, % at 6.5 µM; AML12 mouse hepatocytes, oleate lipid droplets; AID 1656, 2009; 240,000 compounds, 0.4% hits;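 active = lipid droplet intensity inhibited by at least 50%, with more than 500 cells counted; inconclusive = wells with under 300 cells, treated as cytotoxic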
#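 Assay system: AML12 hepatocytes (mouse) / Also added: 100 µM oleic acid challenge / Times: overnight treatment with compound plus oleate / Detection: high-content imaging of BODIPY-stained droplets and DAPI nuclei / Evaluation: % inhibition of lipid droplet signal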
# Insulin prom up – insulin promoter activators in MIN6 cells, imaging, high-content screening, mouse beta cells; 190,000 compounds, 0.3% hits; MIN6 insulin promoter-GFP reporter; stronger effect = higher value; AID 1625, 2009; z-score at 5 µM;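 active = z-score above 3 at 5 µM with at least 500 cells counted in the well; inconclusive = wells under 500 cells, flagged as cytotoxic or low count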
# T cell modulator – modulators of CD8 T cell-vesicle binding, primary screen, mouse 2C CD8+ T cells, flow cytometry; 2C CD8+ T cell-vesicle binding; stronger effect = lower value; calls only at 7 µM; 330,000 compounds, 0.068% hits;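 active = response, share of CD8 T cells binding vesicles, and their 90th percentile fluorescence all below set limits, cut at about 80% in these data, passing the limit was not always enough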
#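 Material: murine 2C transgenic CD8+ T lymphocytes / Also added: QL9-peptide-loaded Drosophila micro-vesicles bearing Ld, ICAM-1 and B7-1 / Schedule: binding step 1.5 h, 37 °C, antibody labelling 20 min, ice / Signal: flow cytometry, PE anti-B7-1 (FL2) versus Alexa647 anti-CD8 (FL8), PFA-fixed / Evaluation: percent CD8+ FL2 mean versus row control / Benchmarks: naked versus QL9-loaded vesicles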
# Autophagy mod – autophagy modulators in MEF cells, primary screen, imaging, high-content, MEF GFP-LC3; MEF GFP-LC3 puncta imaging; test concentration mostly 10 µM; calls only at 10 µM (by protocol); 190,000 compounds, 0.98% hits; AID 463193, 2010;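 active = percentage of spot-positive cells more than 3 SD above its plate mean, without a fluorescence outlier flag or 80% toxicity; inconclusive = no clear call, values can overlap the other calls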;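 also: spot-positive cell cutoff set from DMSO-treated cells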
# Dynein transport cytoplasmic EGFP – further read-out of Dynein transport, marked with its call; z-score; measured here: cytoplasmic GR-EGFP intensity; stronger effect = higher value
# Dynein transport nuclear GR-EGFP – recorded beside Dynein transport, whose call it bears; z-score; measured here: nuclear GR-EGFP intensity;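 lower value marks the stronger effect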
# Dynein transport cell count – further read-out of Dynein transport, marked with its call; z-score; measured here: cell count per field
# Insulin prom up cell count – further read-out of Insulin prom up, marked with its call; cell count; measured here: cytotoxicity, nuclei count;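 total cells summed across four imaged fields per well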
# Lipid droplet cells 6.5 µM – also measured in Lipid droplet; calls as there; cell count; measured here: cell count, cytotoxicity flag;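 cells counted across two imaged fields per well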
# bCat nuc transl cell count 5 µM – also measured in bCat nuc transl; calls as there; cell count; measured here: cell count, cytotoxicity flag
# T cell modulator vesicle-bound % – second read-out of T cell modulator, no call of its own (marks repeat the call); double positive events, %; measured here: CD8+ vesicle-bound cell fraction;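 binding gate set so that unloaded-vesicle control wells show 10% double positive cells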
# MT stabilizer Hoechst-high % – second read-out of MT stabilizer, no call of its own (marks repeat the call); % Hoechst-high responders; measured here: nuclear condensation Hoechst responders;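 share of cells brighter than vehicle mean plus two SD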
# MT stabilizer cytotoxicity % – second read-out of MT stabilizer, no call of its own (marks repeat the call); toxicity, %; measured here: cytotoxicity by cell density;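 0% = mean cell density of plate MIN control wells and 100% = no cells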
# Autophagy mod cell loss 18 h – also measured in Autophagy mod; calls as there; toxicity, %; measured here: cell loss, nuclei count;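 cell loss after 18 h compound exposure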
# The depositor's hits bear a star; i = inactive; ? = inconclusive; · = no result given. Rows are unselected. Share with any hit: about 3%.
SMILES,bCat nuc transl,bCat nuc transl cell count 5 µM,CSM14.1 death rescue,PhoP inhibition,MT stabilizer,MT stabilizer Hoechst-high %,MT stabilizer cytotoxicity %,Dynein transport,Dynein transport cytoplasmic EGFP,Dynein transport nuclear GR-EGFP,Dynein transport cell count,Lipid droplet,Lipid droplet cells 6.5 µM,Insulin prom up,Insulin prom up cell count,T cell modulator,T cell modulator vesicle-bound %,Autophagy mod,Autophagy mod cell loss 18 h
CCOC(=O)/C(N)=C/c1ncc(C(F)(F)F)cc1Cl,-1.8,992,-2.3%,12%,1.0,1.5,1.6,-0.33,-0.24,-0.61,0.93,0,699,-2.6,690,i,32,i,0
CC(=O)Nc1ccc(S(=O)(=O)NCc2cn3c(C)csc3n2)cc1,-4.2,420,-4.3%,-7%,3.5,1.2,1.9,0.97,-0.16,0.64,0.56,-20,737,·,·,i,26,i,2
CCOC(=O)N1CCC(NC(=O)c2cc3c(C)nc4ccccc4c3o2)CC1,·,·,1.8%,-3%,5.0,2.0,5.6,-0.48,-0.2,-0.27,0.16,·,·,0.47,883,i,29,i,1
CCOc1ccc(N(C(=O)/C=C/C(=O)Nc2cc(C)on2)C(C(=O)NC2CCCC2)c2ccccc2C)cc1 (stereo unspecified),-1.5,1404,3.6%,6%,5.0,4.9,14,-2.1,-0.03,-1.3,-0.57,·,·,-0.32,1580,i,12,i,-14
O=C(O)CCC(=O)NNC(=O)CCC(=O)NCc1ccccc1,1.3,1374,-1.0%,1%,2.9,2.4,5.5,2.3,-0.2,0.78,-1.6,·,·,0.08,1595,i,25,i,-27
COc1ccc(NC(=S)Nc2ccccc2OC)c(OC)c1,0.6,1502,-1.8%,2%,2.8,1.9,7.6,0.23,-0.29,0.56,0.49,-14,614,1.1,1436,i,54,i,14
CC1=CSC2=NS(=O)(=O)CCN12,-1.9,1385,·,-11%,·,·,·,-0.96,-0.28,-0.57,2,3,711,-0.1,1081,i,49,·,·
CCn1nc(NC(=O)c2cccnc2)c2cc3cccc(C)c3nc21,-3.9,1035,1.5%,-5%,2.7,1.1,9.3,-0.022,-0.0099,0.38,-0.51,·,·,·,·,i,14,i,21
NC(=O)CSc1nnc2ccc(-c3ccco3)nn12,-3.5,1064,0.2%,4%,1.7,1.0,5.8,0.27,-0.28,0.15,-0.095,19,707,0.12,1359,i,58,i,23
CCOC(=O)c1ccccc1NC(=O)CN(c1ccccc1OC)S(C)(=O)=O,-1.3,888,0.7%,25%,2.8,1.3,4.7,-0.65,-0.12,0.057,-0.036,·,·,-0.12,1427,i,30,i,10
O=C1S/C(=C\c2ccc(N3CCOCC3)o2)C(=O)N1Cc1ccc(F)cc1,0.6,1292,-0.8%,7%,1.7,2.8,5.2,-5.9,20,0.11,0.36,·,·,·,·,i,59,i,1
Nc1c(S(=O)(=O)c2ccccc2)c2nc3ccccc3nc2n1C1CC1,-2.0,1215,-0.9%,1%,2.0,1.5,20,1.4,-0.29,0.86,-1.4,-13,709,-0.01,1261,i,37,i,0
O=C(Nc1nnc(SCc2ccccc2)s1)c1ccco1,-2.9,960,-2.1%,-4%,2.7,1.5,1.9,0.077,-0.14,-0.06,0.79,·,·,1.1,1390,i,57,i,1
N#CCCN1CCN(S(=O)(=O)c2ccc(C#N)cc2)CC1,-1.8,753,0.8%,-17%,4.8,2.9,9.0,0.21,-0.18,0.61,-0.86,·,·,1,1483,i,53,i,-38
O=C(NCc1ccc2c(c1)OCO2)C1(S(=O)(=O)c2ccccc2)CC1,·,·,-0.3%,6%,2.6,1.7,4.6,0.12,-0.25,0.15,0.95,-6,739,·,·,i,14,i,-4
Cc1cc(C)c(S(=O)(=O)Nc2nnc(C)s2)c(C)c1,-1.0,952,0.0%,9%,4.5,3.3,9.2,-0.25,-0.19,0.21,-0.058,·,·,0.72,1421,i,37,i,17
O=C(CCCCCN1C(=O)c2ccccc2C1=O)NCCc1nc2ccccc2[nH]1,-0.1,1154,-0.8%,-13%,1.0,0.9,7.0,0.25,-0.22,0.13,0.35,·,·,0.17,1060,i,26,i,-4
CCCOC(=O)c1ccc(Nc2cc(C)nc3ncnn23)cc1,-2.2,1022,0.0%,1%,6.6,2.4,7.0,0.95,0.14,0.95,-0.78,·,·,0.15,1406,i,35,i,-1
CC1(c2ccc(OC(F)F)cc2)NC(=O)N(CC(=O)NC2CCCCC2)C1=O (stereo unspecified),-6.1,1047,1.1%,-4%,2.1,2.8,0.1,-0.027,-0.22,0.77,0.057,·,·,0.58,1163,·,·,i,0
CN(C)S(=O)(=O)c1cccc(NC(=S)N/N=C/C(c2ccccc2)c2ccccc2)c1,-0.2,991,-1.8%,18%,3.8,2.3,4.3,1.4,-0.12,0.43,-1.1,19,673,0,1296,i,10,i,2
O=C(NNC(=S)NC(=O)c1ccccc1[N+](=O)[O-])c1ccccc1Cl,0.9,471,-0.1%,-7%,4.5,3.0,6.2,-0.21,-0.27,-0.26,0.086,20,742,-0.26,1106,i,42,i,-4
Fc1ccc(-c2nnc(SCc3ncc(-c4ccccc4)o3)n2CC2CCCO2)cc1 (stereo unspecified),-8.2,1012,0.4%,3%,2.9,2.6,13,-1.1,1.1,-0.55,0.78,·,·,-1.3,852,i,4,i,-21
CC(OC(=O)c1ccco1)C(=O)NCc1cccs1 (stereo unspecified),-3.6,529,-6.9%,4%,3.1,1.6,8.0,-0.16,-0.29,0.51,0.64,-6,773,·,·,i,9,i,12
Cc1ccc(SCCn2nc(C(=O)O)c3ccccc3c2=O)cc1,-1.4,1152,-0.6%,4%,1.6,2.6,8.0,-0.8,0.031,-0.5,-0.72,3,629,-0.19,1383,i,52,i,14
Cc1ccc(C(=O)NCC(=O)NC2CCCC2)cc1,-0.4,1542,-0.5%,3%,6.4,1.7,9.4,0.67,-0.34,1,-1.1,·,·,0.14,1487,i,33,i,6
# New compounds follow
SMILES,bCat nuc transl,bCat nuc transl cell count 5 µM,CSM14.1 death rescue,PhoP inhibition,MT stabilizer,MT stabilizer Hoechst-high %,MT stabilizer cytotoxicity %,Dynein transport,Dynein transport cytoplasmic EGFP,Dynein transport nuclear GR-EGFP,Dynein transport cell count,Lipid droplet,Lipid droplet cells 6.5 µM,Insulin prom up,Insulin prom up cell count,T cell modulator,T cell modulator vesicle-bound %,Autophagy mod,Autophagy mod cell loss 18 h
N#Cc1cnn2c1nc(N1CCCCC1)c1ccccc12,·,·,-2.1%,-8%,0.5,1.4,8.2,-0.1,-0.2,-0.34,-0.45,·,·,·,·,i,36,i,-6
COc1cccc(N2CCN(c3ncnc4c3[nH]c3ccccc34)CC2C)c1 (stereo unspecified),-1.0,1200,-2.0%,27%,5.2,3.4,17,-0.81,-0.16,0.03,1,0,695,?,·,i,52,i,13
CSc1ccccc1NC(=O)CN(C)C(C)C(=O)Nc1ccc(C#N)cc1 (stereo unspecified),-0.6,1111,-0.9%,-1%,1.1,1.6,4.7,-0.99,-0.28,-0.68,1.3,-22,770,-0.1,1320,i,·,i,5
O=C(CCCCCCCCCCC(=O)NCc1cccnc1)NCc1cccnc1,-0.6,1245,·,-5%,·,·,·,0.045,-0.24,-0.034,-0.4,6,760,-1.7,845,i,30,·,·
Cc1cc(=O)oc2cc(Oc3ncccc3[N+](=O)[O-])ccc12,0.3,1136,3.0%,1%,2.2,1.0,1.2,0.31,0.17,0.48,0.055,-7,715,-0.1,1337,i,40,i,19
CCOC(=O)N1C=CC(C)=C[C@@H]2[C@@H](N3C(=O)c4ccccc4C3=O)C(=O)N21,2.4,561,0.4%,-9%,2.7,2.4,6.8,-1.1,-0.24,-0.73,0.54,-5,666,1,1283,i,52,i,4
CC(/C=C/c1ccccc1)=N\NC(N)=S,9.5,1054,-1.3%,3%,2.2,1.0,8.7,0.013,-0.16,0.73,0.2,·,·,-0.01,1346,i,11,i,7
COc1ccc(-c2[nH]c3ccccc3c2SCCNC(=O)c2ccccc2)cc1,-1.9,471,3.0%,-2%,3.6,1.8,10,2.4,-0.12,2.5,-1.4,7,732,-0.81,714,i,20,i,8
O=C1c2ccccc2C(=O)N1CCC(O)C[N+](=O)[O-] (stereo unspecified),-1.8,1118,-1.7%,1%,2.0,1.7,9.0,-0.17,0.11,0.085,-1.4,3,636,-0.59,1633,i,26,i,-14
COc1ccc(C2=CC(c3c(C)nn(-c4ccccc4)c3Cl)n3nnnc3N2)cc1OC (stereo unspecified),-1.1,936,7.0%,-3%,2.9,3.5,8.3,-0.72,-0.15,-0.057,0.24,·,·,-1.8,937,i,54,·,·
